K1F lysis inhibition: inhibition of K1F phage lysis, E. coli UTI89, bacterial capsule biogenesis inhibitors, alamar blue (AID 488966); E. coli UTI89 K1F phage lysis, alamar blue, 2 h; higher % means a stronger effect; inhibition, % at 100 µM; hits with a dose series show IC50 in µM; actives 0.02% (n = 340,000);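 active = phage lysis inhibition, versus mean bacterial control, above a set limit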;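 also: capsule biogenesis inhibitors block K1F phage lysis so surviving cells raise fluorescence; higher fluorescence means more inhibition of phage lysis; actives were called in the ten point dose series up to 300 µM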
An asterisk follows results filed as active; [ ] = remark or other dose. Only part of the results is shown (hit frequency here may not be typical).

SMILES	K1F lysis inhibition
O=C(c1cc(-c2ccc(F)cc2)on1)N1CCOCC1	1.1%
O=C(c1ccc(Cl)cc1)N1CCN(C(=O)C2CCCCC2)CC1	0.3%
Cc1ccc(Nc2nnc(SC(C)C(=O)NC3CC3)s2)cc1 (stereo not given)	1.1%[50 µM]
Cc1cc([N+](=O)[O-])ccc1NC(=S)NC1CCCC1	2.6%[50 µM]
Cc1cc(NC(=O)CSc2nnc(CNC(=O)c3cccc(C(F)(F)F)c3)o2)no1	-0.1%
COc1ccc(C(=O)NNC(=O)c2cccc(S(=O)(=O)N3CCOCC3)c2)cc1	0.4%
COc1ccc(NC(=O)CCNS(=O)(=O)c2ccccc2F)cc1S(=O)(=O)N1CCOCC1	-0.3%
Cc1ccc(S(=O)(=O)N2CCN(C(=O)CNC(=O)c3sc4ccccc4c3Cl)CC2)cc1	0.8%[50 µM]
O=C(Nc1ccc(-n2cccn2)cc1)C1CCCCN1Cc1cccc2cccnc12 (stereo not given)	0.2%
COc1ccc(S(=O)(=O)N/N=C(/C)c2ccncc2)c(OC)c1	0.6%
Cc1ccc(NC(=O)c2cc(C)no2)cc1	0.3%
C[C@H](CO)N1C[C@H](C)[C@@H](CN(C)C(=O)Nc2ccccc2)Oc2c(NC(=O)C3CCCCC3)cccc2C1=O	5.5%
CON(C)c1nc(C2CCCCC2)c2cc(C)ccc2n1	1.0%
Cc1cccc(NC(=O)CSc2ccc3nnc(-c4cccnc4)n3n2)c1	0.3%
CCCCNC(=O)c1onc(CSc2nc3ccccc3[nH]2)c1C(=O)NCCCC	1.2%
CC(CNC(=O)c1ccccc1Cl)c1ccccc1 (stereo not given)	0.3%
COc1ccc(C=CC(=O)c2ccc([N+](=O)[O-])cc2)cc1	-0.8%
CN(CC(=O)Nc1cccc(F)c1)C(=O)CCCN1C(=O)c2cccc3cccc(c23)C1=O	-0.5%[50 µM]
O=C(NCC(c1ccco1)N1CCOCC1)c1c(F)cccc1F (stereo not given)	0.4%[50 µM]
CCOc1ccc(S(=O)(=O)Nc2ccc(C(=O)N3CC(C)OC(C)C3)cc2)cc1 (stereo not given)	0.5%[50 µM]

Next section, overlapping the part above by 3 compounds.
SMILES	K1F lysis inhibition
CN(CC(=O)Nc1cccc(F)c1)C(=O)CCCN1C(=O)c2cccc3cccc(c23)C1=O	-0.5%[50 µM]
O=C(NCC(c1ccco1)N1CCOCC1)c1c(F)cccc1F (stereo not given)	0.4%[50 µM]
CCOc1ccc(S(=O)(=O)Nc2ccc(C(=O)N3CC(C)OC(C)C3)cc2)cc1 (stereo not given)	0.5%[50 µM]
CCc1[nH]nc(C(=O)N2CCCC(Nc3ccc(C(C)C)cc3)C2)c1C (stereo not given)	0.2%
c1ccc(COCCCn2cc(-c3ccccc3)nn2)cc1	0.0%
COc1ccc(NC(=O)Nc2cnccn2)c(OC)c1	2.3%[50 µM]
CCC(=O)Nc1ccc(C(=O)COC(=O)CCN2C(=O)C3CC=CCC3C2=O)cc1 (stereo not given)	1.1%[50 µM]
CC(NC(=O)COC(=O)COc1cccc2c1OC(C)(C)C2)c1ccccc1 (stereo not given)	0.5%[50 µM]
C/C(=N/Nc1nc(C)c(C)s1)c1cccc([N+](=O)[O-])c1	1.1%
COc1ccc(-c2cc(C(=O)Nc3ccc(C(N)=O)cc3)c3ccccc3n2)cc1	-0.2%
C/C(=N\NC(=O)Cc1ccccc1[N+](=O)[O-])c1cccnc1	1.5%[50 µM]
CC(C)CN1CCC(=O)N([C@H](CSc2ccccc2)Cc2ccccc2)CC1	-0.1%
CCC(O)C1CCN(C(=O)c2cc(COc3ccc(F)cc3F)on2)CC1 (stereo not given)	0.3%
O=C(COC(=O)CCC(=O)c1ccc(F)cc1)NCc1ccccc1Cl	2.9%
O=C(CC(=O)c1ccccc1)CC(O)(C=Cc1ccccc1)c1ccccc1 (stereo not given)	-0.2%
O=C(CC(Cc1ccccc1)C(=O)O)Nc1cccc(C(F)(F)F)c1 (stereo not given)	-1.0%[50 µM]
COCCN(C(=O)COC(=O)/C(=C/c1ccccc1)NC(C)=O)c1c(N)n(Cc2ccccc2)c(=O)[nH]c1=O	0.0%
COc1ccc(NC(=O)CN2CCOCC2)cc1S(=O)(=O)N1CCCCC1	0.1%[50 µM]
CN1CCN(c2ccc(NC(=O)C(C)(c3ccccc3)c3ccccc3)cc2)CC1	-0.3%[50 µM]
COc1ccc(S(=O)(=O)N2CCCc3ccccc32)cc1[N+](=O)[O-]	-0.2%
COCCN(C(=O)COC(=O)/C=C/c1cccs1)c1c(N)n(Cc2ccccc2)c(=O)[nH]c1=O	1.5%[50 µM]
C=CCn1c(SCC(=O)NC2(C#N)CCCCC2)nnc1-c1ccncc1	0.5%[50 µM]
O=C(CSCc1ccccc1)N1CCN(S(=O)(=O)c2ccc(F)cc2)CC1	0.0%
Cc1nn(-c2ccccc2)nc1C(=O)OCC(=O)N1CCC(C)CC1	0.6%[50 µM]
O=C(c1cc(-c2ccccc2Cl)nc2ccccc12)N1CCOCC1	-0.2%[50 µM]
Cc1cccc(NS(=O)(=O)c2cccc(C(=O)N3CCCC(C(F)(F)F)C3)c2)c1 (stereo not given)	0.0%[50 µM]
CCN(C(=O)c1ccc(=O)n(C)n1)c1c(N)n(Cc2ccccc2)c(=O)[nH]c1=O	0.0%
COc1ccc(N2CC(C(=O)N3CCN(c4ccccc4OC)CC3)CC2=O)cc1 (stereo not given)	0.0%
O=C(Nc1ccc(Cl)cn1)c1cccc(OCc2ccccc2)c1	0.6%[50 µM]
COc1cc(C(c2c(O)nc(SC)[nH]c2=O)c2c(O)nc(SC)[nH]c2=O)cc(OC)c1OC	0.2%
CCN1C[C@@H]2[C@@H]3C(=O)N(Cc4ccccc4)C(=O)[C@@H]3[C@](Cc3ccccc3)(C1=O)N2C(=O)c1ccc(Cl)c(Cl)c1	1.0%
O=C(OCc1c(F)cccc1Cl)c1cccnc1Cl	-0.2%
CCn1cc(/C=C(\NC(=O)c2ccc(OC)c(OC)c2)C(=O)N2CCN(C)CC2)c2ccccc21	0.5%
COc1ccc(S(=O)(=O)Nc2ccccc2C(=O)N2CCOCC2)cc1Cl	-0.6%[50 µM]
CCc1ccc(N(CC(=O)NC(C)(C)CC)C(=O)CCC(=O)Nc2nccs2)cc1	-2.0%
COc1ccc(NC(=O)CN2CCN(c3ccccn3)CC2)cc1Cl	0.1%
O=C(Nc1ccc(F)cc1)c1cccc(N2C(=O)c3ccccc3C2=O)c1	0.2%
O=C(NCCc1ccco1)C(=O)NCC1CCCN1S(=O)(=O)c1ccccc1 (stereo not given)	0.5%[50 µM]
COc1ccc(C)cc1S(=O)(=O)Nc1cc2c3c(c1)CCN3C(=O)CC2	0.6%[50 µM]
COc1ccc(C(=O)OCC(=O)c2ccc3c(c2)NC(=O)CO3)cc1[N+](=O)[O-]	2.7%
O=C1[C@H](Cc2ccccc2)NCCCC[C@@H](c2ccc(Cl)cc2)N1Cc1ccccc1	1.2%
CC1CCN(C(=O)COC(=O)C2CCN(S(=O)(=O)c3ccc(Cl)c(C(F)(F)F)c3)CC2)CC1	1.2%[50 µM]
O=C(CSc1nnnn1-c1ccc(F)cc1)Nc1ccccc1F	0.2%
CCc1nc2ccc(C(=O)N3CCN(c4cccc(OC)c4)CC3)cc2nc1CC	0.5%
O=C1NC2(CCCCCC2)C(=O)N1Cc1ccc(Cl)cc1Cl	-0.1%
Cc1ccc(NC(=O)COc2coc(CN3CCc4ccccc43)cc2=O)cc1Cl	1.1%[50 µM]
CN(CC(=O)Nc1ccc(N2CCOCC2)cc1)C(=O)CSc1ccc(Br)cc1	-0.7%[50 µM]
Cc1ccc(N(C(C)C(=O)N2CCCC2)S(C)(=O)=O)cc1 (stereo not given)	1.6%
CCOc1ccc(OCCOC(=O)C2CCN(S(=O)(=O)c3ccc(C)c(C)c3)CC2)cc1	0.6%[50 µM]
COc1ccccc1NC(=O)NCCCCc1ccccc1	0.1%
CCN1CCN(S(=O)(=O)c2ccc(C(C)(C)C)cc2)CC1	-2.4%
CC(NC(=O)c1ccc(-c2ccccc2)cc1)C(c1ccccc1)N1CCOCC1 (stereo not given)	5.2%[50 µM]
CCCc1ccc(S(=O)(=O)NCC2CCCN2CC)cc1 (stereo not given)	-0.7%[50 µM]
O=C(NC(=S)N1CCCCCC1)c1ccccc1	2.5%[50 µM]
COC(=O)[C@@H](c1ccccc1)N(C)S(=O)(=O)c1cccc(S(=O)(=O)N(C)[C@@H](C(=O)OC)c2ccccc2)c1	0.3%
C=CCOc1ccc(/C=C2\SC(=S)N(NS(=O)(=O)c3ccccc3)C2=O)cc1	-0.1%
C=CCNc1nc2c(c(=O)[nH]c(=O)n2C)n1CCCc1ccccc1	0.4%
CCN(C[C@H]1N[C@@](CC)(C(=O)OC)[C@H]2C(=O)N(Cc3ccccc3)C(=O)[C@@H]12)C(=O)Nc1ccc(Cl)cc1	0.1%
O=S(=O)(N/N=C\c1cccc(F)c1)c1ccccc1	0.4%[50 µM]
Cc1ccc(C)c(NC(=O)CCN2CCCCC2)c1	-2.3%
N#Cc1ccccc1OCC(=O)Nc1nnc(C2CC2)s1	-0.1%[50 µM]
CC(C)NC(=S)n1cc(C(=O)c2cc(Cl)cc(Cl)c2O)cn1	0.1%
COc1cc(OC)c(N2CC(C(=O)Nc3cccc(C(=O)NC4CC4)c3)CC2=O)cc1Cl (stereo not given)	0.6%[50 µM]

(further entries)
SMILES	K1F lysis inhibition
COC(=O)c1cc(S(=O)(=O)NCC2CCN(Cc3cc(C)ccc3C)CC2)c[nH]1	0.1%
CCc1cccc2c(C(=O)CN3C(=O)N(C)C4(CCCCC4)C3=O)c[nH]c12	0.9%[50 µM]
CCOC(=O)c1cccc(NC(=O)CSc2nncn2-c2ccccn2)c1	0.0%
COC(=O)c1ccc(/C=C2\SC(=S)N(CCCC(=O)N3CCOCC3)C2=O)cc1	-0.2%
COc1ccc(CCCC(=O)NCC(=O)N/N=C/c2cc(Cl)ccc2OC)cc1	1.2%[50 µM]
CC(C)(C(=O)O)c1ccc([C@H](O)CCCN2CCC(C(O)(c3ccccc3)c3ccccc3)CC2)cc1	4.0%
COc1cccc(NC(=O)c2ccc3c(c2)N(CC(=O)N2CCOCC2)C(=O)C(C)(C)O3)c1	0.5%
Nc1ncnc2c1ncn2[C@@H]1O[C@H](CNS(=O)(=O)c2cc(S(=O)(=O)c3ccccc3)cs2)[C@@H](O)[C@H]1O	0.2%
CCOc1ncccc1C(=O)NNC(=O)c1cccc(S(=O)(=O)Nc2ccccc2OC)c1	1.2%[50 µM]
COc1ccc(-n2ncc3c(=O)n(CC(=O)N(C(C)C)C(C)C)cnc32)cc1	-0.1%
CC1CC(C)CN(CC(=O)c2c[nH]c3ccccc23)C1 (stereo not given)	0.1%
CCCCN(C)Cc1c(O)ccc2c(=O)c(-c3ccccc3OC)coc12	0.2%
COc1ccccc1NC(=O)COC(=O)c1cc(C)nc2ccccc12	0.5%[50 µM]
Cc1nc(CCNC(=O)CC2C(=O)NCCN2CC(C)(C)C)nc2c1CCC2 (stereo not given)	0.0%[50 µM]
O=C1/C(=C/c2cccc([N+](=O)[O-])c2)Oc2cc(O)ccc21	-1.1%[50 µM]
CN(C(=O)c1ccc(NC(=O)Cc2cccc(NC(=O)C3CCCN(C(=O)C4CCC4)C3)c2)cc1)C1CCCC1 (stereo not given)	-0.5%
Cc1ccccc1CCNC(=O)CCn1ccc2cc(S(=O)(=O)N3CCCC3)ccc21	-0.1%
O=C(COc1ncnc2ccc(Br)cc12)NC1CCCC1	0.2%[50 µM]
Cc1ccc(S(=O)(=O)Nc2ccc3c(c2)CC(=O)N([C@H](C)CO)C[C@H](C)[C@H](CN(C)Cc2ccc4c(c2)OCO4)O3)cc1	0.0%
CC(C)c1cc(C(=O)N2CCCC(N3CCN(c4ccccc4F)CC3)C2)nc(N)n1 (stereo not given)	1.1%
C[C@H]1CCC[C@]2(O[C@@H](CCO)C[C@@H](O)[C@@H]2O)O1	-0.4%
COc1ccc(/C=N/NC(=O)c2c(C)nc3ccc(Cl)cn23)cc1OC	0.3%
CN(C)c1ccc(C(=O)OCc2cc(=O)n3ccsc3n2)cc1	-2.0%
COc1cc2c(cc1OC)C(c1cc(OC)c(OC)cc1[N+](=O)[O-])N(C(C)=O)CC2 (stereo not given)	0.0%
Cc1cccc(OCC(=O)NS(=O)(=O)c2ccc(Br)cc2)c1	1.2%[50 µM]
Nc1cc(=O)[nH]c(SCC(=O)Nc2ccc(N3CCCCC3)cc2)n1	0.7%[50 µM]
Cc1c(NC(=O)COc2c(F)c(F)c(F)c(F)c2F)c(=O)n(-c2ccccc2)n1C	0.1%
O=C(COC(=O)CNC(=O)c1sc2ccccc2c1Cl)NC1CCS(=O)(=O)C1 (stereo not given)	1.4%[50 µM]
c1csc(CNc2ncnc3ccc(-c4ccc5c(c4)OCO5)cc23)c1	-0.7%
Cc1csc(CN(C)C(=O)CC2C(=O)NCCN2Cc2ccc(F)cc2Cl)n1 (stereo not given)	10%

Among those listed so far, 11 contain an aryl thioether with sulfur outside any ring:
SMILES	K1F lysis inhibition
Cc1ccc(Nc2nnc(SC(C)C(=O)NC3CC3)s2)cc1 (stereo not given)	1.1%[50 µM]
Cc1cc(NC(=O)CSc2nnc(CNC(=O)c3cccc(C(F)(F)F)c3)o2)no1	-0.1%
Cc1cccc(NC(=O)CSc2ccc3nnc(-c4cccnc4)n3n2)c1	0.3%
CCCCNC(=O)c1onc(CSc2nc3ccccc3[nH]2)c1C(=O)NCCCC	1.2%
CC(C)CN1CCC(=O)N([C@H](CSc2ccccc2)Cc2ccccc2)CC1	-0.1%
C=CCn1c(SCC(=O)NC2(C#N)CCCCC2)nnc1-c1ccncc1	0.5%[50 µM]
COc1cc(C(c2c(O)nc(SC)[nH]c2=O)c2c(O)nc(SC)[nH]c2=O)cc(OC)c1OC	0.2%
O=C(CSc1nnnn1-c1ccc(F)cc1)Nc1ccccc1F	0.2%
CN(CC(=O)Nc1ccc(N2CCOCC2)cc1)C(=O)CSc1ccc(Br)cc1	-0.7%[50 µM]
CCOC(=O)c1cccc(NC(=O)CSc2nncn2-c2ccccn2)c1	0.0%
Nc1cc(=O)[nH]c(SCC(=O)Nc2ccc(N3CCCCC3)cc2)n1	0.7%[50 µM]
